CHRM4 agonist = agonists of human muscarinic M4 receptor (CHRM4); 360,000 compounds, 0.14% hits; CHO-K1 hM4/Gqi5, Fluo-8 calcium fluorescence; vehicle 0%, full acetylcholine response 100%; activation, % at 3 µM; AID 624127; P08173;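 active = activation above the run mean over all test wells plus 3 SD, cut at about 32% in these data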;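 note: peak over basal fluorescence ratio per well then scaled between controls; 0% = DMSO wells and 100% = acetylcholine at EC100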
Target sequence (P08173 whole entry, looked up): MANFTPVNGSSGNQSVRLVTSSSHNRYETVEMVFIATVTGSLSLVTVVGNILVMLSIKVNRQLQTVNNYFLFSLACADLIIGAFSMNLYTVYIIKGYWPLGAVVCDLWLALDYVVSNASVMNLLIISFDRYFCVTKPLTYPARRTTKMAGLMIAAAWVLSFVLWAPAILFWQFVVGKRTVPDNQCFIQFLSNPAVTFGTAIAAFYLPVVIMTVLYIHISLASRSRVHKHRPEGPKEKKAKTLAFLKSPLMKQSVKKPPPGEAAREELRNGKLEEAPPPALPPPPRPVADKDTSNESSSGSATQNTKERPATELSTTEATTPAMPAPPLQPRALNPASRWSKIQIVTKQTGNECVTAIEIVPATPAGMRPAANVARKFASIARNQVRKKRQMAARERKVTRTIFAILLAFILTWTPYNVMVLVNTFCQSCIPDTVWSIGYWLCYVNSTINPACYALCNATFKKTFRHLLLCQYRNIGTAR
CHO-K1 Ca PAM = nonselective activator or artifact in parental CHO-K1 calcium assay; ATP EC20, Fluo-8 calcium fluorescence; 0% at ATP EC20, 100% at ATP max; activation, % at 3 µM; 360,000 compounds, 0.02% hits;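 active = activation above the run cutoff, the mean activation of all test compounds plus 3 SD, cut at about 40% in these data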;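 note: peak over basal fluorescence ratio in a 140 s read after ATP addition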
CHRM5 PAM = positive allosteric modulators of human muscarinic M5 receptor; P08912; CHO-K1 hM5, Fluo-8 calcium, ACh EC20 PAM; 0% = ACh EC20, 100% = ACh EC100; activation, % at 3 µM; 360,000 compounds, 0.3% hits; AID 624038;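 active = activation above the run cutoff, the mean activation of all test compounds plus 3 SD, cut at about 18% in these data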
Target sequence (P08912 whole entry, looked up): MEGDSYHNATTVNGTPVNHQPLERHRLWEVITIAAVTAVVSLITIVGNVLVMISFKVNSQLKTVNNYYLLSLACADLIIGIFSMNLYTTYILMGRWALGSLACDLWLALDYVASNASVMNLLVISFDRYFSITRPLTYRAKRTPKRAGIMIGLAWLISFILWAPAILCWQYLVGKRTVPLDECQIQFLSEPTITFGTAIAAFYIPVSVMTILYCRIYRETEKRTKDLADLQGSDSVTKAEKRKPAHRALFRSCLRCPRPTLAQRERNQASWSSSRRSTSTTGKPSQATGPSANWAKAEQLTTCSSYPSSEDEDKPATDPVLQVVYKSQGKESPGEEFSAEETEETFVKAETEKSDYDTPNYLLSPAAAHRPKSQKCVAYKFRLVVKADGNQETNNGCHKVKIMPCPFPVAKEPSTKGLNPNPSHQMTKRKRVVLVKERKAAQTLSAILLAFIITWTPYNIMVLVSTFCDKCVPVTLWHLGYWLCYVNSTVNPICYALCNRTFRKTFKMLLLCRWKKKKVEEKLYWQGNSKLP
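System – CHO-K1 hM5 cells · Compound – 3 µM, single dose · Incubation – compound preincubation 140 s before EC20 acetylcholine addition · Technique – Fluo-8 calcium fluorescence · Measure – Max/basal fluorescence ratio as % of EC20–EC100 ACh window · Benchmarks – low control EC20 acetylcholine (0%), high control EC100 acetylcholine (100%) · Replication – singlicate, one well per test compound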
CHRM5 antagonist = antagonists of human muscarinic M5 receptor (CHRM5) | CHO-hM5 cells, Fluo-8 calcium fluorescence, ACh EC80 | inhibition, % at 3 µM | 360,000 compounds, 0.59% hits | P08912 | AID 624040;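 active = inhibition above a per-plate cutoff, the mean of that plate's test compounds plus 3 SD, cut at about 27% in these data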;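 note: 0% = acetylcholine EC80 with DMSO and 100% = DMSO without agonist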
CHO-K1 Ca antag = M1 antagonist counterscreen hit in parental CHO-K1 cells. ATP-induced calcium, Fluo-8 fluorescence. inhibition, % at 3 µM. 360,000 compounds, 0.6% hits. AID 602250;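 active = inhibition above a per-plate cutoff, the plate's mean sample inhibition plus 3 SD, cut at about 24% in these data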;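 note: 0% = DMSO plus EC80 ATP and 100% = DMSO alone without ATP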
M5 ag = agonists of human muscarinic M5 receptor (CHRM5). P08912. CHO-K1 hM5 cells, Fluo-8 calcium fluorescence; 0% DMSO wells, 100% maximal acetylcholine response. activation, % at 3 µM. 360,000 compounds, 0.19% hits;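 active = activation above the run's mean over test compounds plus 3 SD, cut at about 23% in these data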;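 note: signal is peak over basal fluorescence ratio across the kinetic read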
CHO-K1 Ca ag = M1 agonist counterscreen hit in parental CHO-K1 cells. 360,000 compounds, 0.48% hits. AID 602248. activation, % at 3 µM. Fluo-8 calcium fluorescence; scaled to maximal ATP response, vehicle zero; in the data active = activation above about 15%;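 note: untransfected CHO-K1 host cells lacking M1 receptor as counterscreen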
M4 PAM = CHRM4 positive allosteric modulation; P08173; CHO-K1 hM4/Gqi5, Fluo-8 calcium fluorescence, ACh EC20; 0% = ACh EC20, 100% = maximal ACh; activation, % at 3 µM; 360,000 compounds, 0.4% hits; AID 624126;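 active = activation above its plate's cutoff, the mean activation of sample wells plus 3 SD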; note: some results filed as inactive read as strong as hits
CHRM4 antagonist = antagonists of human muscarinic M4 receptor (CHRM4) | CHO-hM4 cells, ACh EC80, Fluo-8 calcium fluorescence | AID 624125 | inhibition, % at 3 µM | 360,000 compounds, 0.73% hits;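 active = inhibition above its plate's cutoff, the mean inhibition of sample wells plus 3 SD, cut at about 27% in these data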;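 note: 0% = acetylcholine EC80 with DMSO and 100% = DMSO without agonist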
Starred values were filed as active, the others as inactive.

SMILES	CHRM4 agonist	CHO-K1 Ca PAM	CHRM5 PAM	CHRM5 antagonist	CHO-K1 Ca antag	M5 ag	CHO-K1 Ca ag	M4 PAM	CHRM4 antagonist
CN1CSC(=S)N(C)C1	0	13	0	4	-9	1	0.8	11	-3
c1ccc2c(CCNC3=NCCC3)c[nH]c2c1	1	7	3	2	4	-13	0.4	2	5
NC(=S)c1cn(C2OC(CO)C(O)C2O)c2ncnc(N)c12 (stereo not drawn)	1	-6	3	2	-9	-2	1.1	6	-6
C#CC(CC)(CC)NC(=O)Nc1ccc(OCC)cc1	1	24	-3	3	-8	-3	1.4	3	-4
Cc1cc(C)c2c(c1)-c1cc(C)nn1C(c1cccnc1)N2 (stereo not drawn)	2	10	-4	0	-1	-2	0.2	1	-7
COc1ccccc1N1CCN(Cc2c(F)cccc2Cl)CC1	-2	9	-7	4	-10	-2	0.8	-4	4
COC(=O)C1=C(c2ccc(F)cc2OCc2ccccc2)C[C@@H]2CC[C@H]1N2C(=O)NCc1ccc2[nH]ccc2c1	3	8	-16	18	-9	1	0.0	-5	9
COc1ccc(C)cc1NC(=O)c1c(C)nn(Cc2ccccc2)c1Cl	-2	11	-3	11	9	-1	-0.4	2	2
Cc1c(CCN)ccc2c1[nH]c1ccccc12	3	0	0	-2	2	-2	1.4	5	3
O=C(c1cc(S(=O)(=O)N2CCOCC2)ccc1F)N1CCC2(CC1)OCCO2	1	19	-2	9	-12	-4	0.4	9	0
Cc1nc2cc([N+](=O)[O-])ccc2c(=O)n1-c1ccc(Br)cc1	2	22	6	-4	-9	7	1.4	0	9
CC(C)Oc1cccc(C(=O)C2CCCN(C3CCOCC3)C2)c1 (stereo not drawn)	1	12	-4	8	-14	-17	0.2	-17	17
CSc1ccc(CNC(C)C(O)c2ccccc2)cc1 (stereo not drawn)	3	19	5	12	-21	-3	5.2	-2	4
CCCCNC(=O)c1c(N)n(CCCOC)c2nc3ccccc3nc12	4	18	-2	8	-3	-2	2.2	-3	-4
CCOP(=O)(OCC)C(Cc1ccccc1)NC(C)=O (stereo not drawn)	1	23	-1	10	-11	-3	0.1	6	7
CN1CCN(c2nc(N(C)C)oc(=O)c2C#N)CC1	0	20	-4	5	-3	-2	2.5	-5	4
C=CCn1c(O)c(/C=N/NC(=O)c2ccncc2)c(=O)[nH]c1=O	0	-19	-3	11	9	2	0.0	-3	3
COc1ccc2c(c1O)[C@]13CCN(C)[C@H](C2)[C@@H]1CCC(=O)C3	0	14	-4	14	-12	-4	0.9	-4	11
O=C(C(=O)N1CCC2(CC1)OCCO2)c1c[nH]c2ccccc12	2	-12	-4	-5	21	-2	-0.2	5	1
Cc1ccc2c(c1)N(CCC(=O)N1CCC3(CC1)OCCO3)C(=O)CO2	1	4	0	-4	4	-1	0.3	8	-20
CCC(=NCCOc1ccc(Cl)cc1)c1c(O)n(C)c(=O)n(C)c1=O	19	-21	-33	23	5	-8	9.4	-12	-4
COCCOC(=O)c1c(C)n(C)c2ccc(OC(=O)N(C)C)cc12	2	10	-3	7	-20	-1	0.1	6	2
CCC1(C2=NCCN2)Cc2ccccc2O1 (stereo not drawn)	0	20	-2	-2	-7	-1	1.1	1	2
CCC1([N+](=O)[O-])COP(=O)(NCc2cccnc2)OC1 (stereo not drawn)	0	8	-10	12	-13	-1	1.2	1	-7
COc1ccc(C(=O)CN2CCCCC2)cc1	0	11	2	3	-19	-1	0.5	9	-3
COc1ccc(-n2nnnc2C(c2ccccc2OC(F)(F)F)N2CCC(n3c(=O)[nH]c4ccccc43)CC2)cc1 (stereo not drawn)	4	10	-15	12	0	2	0.6	1	0
O=C1NC(=O)C(CCc2ccncc2)(Cc2ccc(OCc3ccccc3)cc2)C(=O)N1	1	7	16	-8	-5	5	0.5	10	-9
CCN1CCN(c2ccc(N)cc2C)CC1	0	15	1	15	-15	-20	0.1	0	2
Cc1nn(C2CCOC(C)(C)C2)c2c1C(c1ccc(OC(C)C)cc1)SCC(=O)N2 (stereo not drawn)	-2	9	-4	-7	3	-3	-0.3	5	-19
FC(F)(F)Oc1ccc(C2NCc3ccccc3-n3cccc32)cc1 (stereo not drawn)	-1	15	1	6	-17	-3	0.5	-15	17
Cc1c(C=O)c2ccccc2n1Cc1ccccc1	2	-16	6	16	13	-7	0.2	0	1
CC1NCCC2(O)CCCCC12 (stereo not drawn)	1	-7	6	11	-26	0	0.6	8	-9
CC12CNCC(C)(CNC1)C2O (stereo not drawn)	2	18	-3	2	-18	0	0.8	4	-5
Cc1ccc(C2=CCNCC2)cc1	2	22	9	-11	3	-3	0.9	11	1
COc1ccccc1/C=C1\C(=O)NC(=S)N(c2ccccc2)C1=O	0	12	1	6	0	-2	10	3	5
O=C(c1cccc(N2CCCC2=O)c1)N1CCC2(CC1)OCCO2	0	-6	-1	-4	18	-1	-0.3	-4	-4

Reprinted at random: 6 entries already listed, in no set order.
SMILES	CHRM4 agonist	CHO-K1 Ca PAM	CHRM5 PAM	CHRM5 antagonist	CHO-K1 Ca antag	M5 ag	CHO-K1 Ca ag	M4 PAM	CHRM4 antagonist
Cc1cc(C)c2c(c1)-c1cc(C)nn1C(c1cccnc1)N2 (stereo not drawn)	2	10	-4	0	-1	-2	0.2	1	-7
COc1ccc(C(=O)CN2CCCCC2)cc1	0	11	2	3	-19	-1	0.5	9	-3
CC1NCCC2(O)CCCCC12 (stereo not drawn)	1	-7	6	11	-26	0	0.6	8	-9
COc1ccc(C)cc1NC(=O)c1c(C)nn(Cc2ccccc2)c1Cl	-2	11	-3	11	9	-1	-0.4	2	2
COc1ccc2c(c1O)[C@]13CCN(C)[C@H](C2)[C@@H]1CCC(=O)C3	0	14	-4	14	-12	-4	0.9	-4	11
CCC(=NCCOc1ccc(Cl)cc1)c1c(O)n(C)c(=O)n(C)c1=O	19	-21	-33	23	5	-8	9.4	-12	-4

The listing continues.
SMILES	CHRM4 agonist	CHO-K1 Ca PAM	CHRM5 PAM	CHRM5 antagonist	CHO-K1 Ca antag	M5 ag	CHO-K1 Ca ag	M4 PAM	CHRM4 antagonist
CCN1/C(=C/C=C/C2=[N+](CC)c3ccccc3C2(C)C)C(C)(C)c2ccccc21	365*	-15	-24	97*	95*	501*	437*	-14	95*
Nc1c(C(=O)NCc2ccco2)c2nc3ccccc3nc2n1Cc1ccc(F)cc1	4	21	5	1	-11	3	0.3	19	8
CC(N)C(=O)c1ccco1 (stereo not drawn)	0	14	0	-6	-6	-3	0.4	1	-2
Cc1cc([N+](=O)[O-])c(Cl)cc1NC(=O)C(C)C	1	-12	8	-3	12	-4	0.0	3	3
Cc1ccc(-c2ccc(=O)n(CCC(=O)N3CCC4(CC3)OCCO4)n2)cc1	1	15	10	-3	-17	5	-0.3	1	12
CC1CCCCN1C(=O)c1ccc(N2CC3CC(C2)c2cccc(=O)n2C3)c([N+](=O)[O-])c1 (stereo not drawn)	0	19	4	0	-2	-1	1.6	3	3
CCCCC(=O)N/N=C/c1c(O)n(CCc2ccccc2)c(=O)[nH]c1=O	0	26	-5	10	-43	-2	1.2	1	7
Cc1ccc(NC2=NCCCS2)c(C)c1C	2	22	6	-2	1	-5	1.7	-16	11
C[C@]12CCC(=O)C=C1CC[C@@H]1C2[C@H](O)C[C@]2(C)C(=O)CCC12 (stereo partly drawn)	1	2	-4	13	-3	-1	1.5	-1	3
CC1(C)CC(=O)C(C=NCCN2CCN(C(=O)Cc3ccccc3)CC2)=C(O)C1	2	-2	-4	-3	-7	-2	0.3	8	-7
Cc1nc2cc(C(=O)N3CCC4(CC3)OCCO4)ccc2n1-c1ccc(Br)cc1	2	11	1	2	-3	-2	0.7	4	-7
CCN1CCN(Cc2nc3ccc([N+](=O)[O-])cc3c(=O)n2-c2ccccc2F)CC1	21	8	-12	19	6	-1	7.0	-10	23
CC(=NCCCO)c1c(O)n(Cc2ccccc2)c(=O)[nH]c1=O	1	-1	0	1	-4	2	0.4	-2	11
CC1(c2ccccc2)NCCN2C(=O)CSC21 (stereo not drawn)	0	11	-1	2	-4	-5	1.2	15	-9
Cc1ccc(N2C(=O)CC(=O)NC2=O)c(C)c1	0	-2	3	-5	5	-2	0.1	2	2
COc1ccccc1N1CCN(Cc2ccc(SC)cc2)CC1	1	10	-3	8	-4	-18	1.0	-7	2
C=CC[C@@H](CC/C=C/C=C/CC/C=C\[C@@H]1CSC([C@@H]2C[C@@H]2C)=N1)OC	1	-12	3	-6	18	1	-0.1	-2	7
COc1ccc(-n2c(O)c(C(C)=Nc3ccc4c(c3)CCC4)c(=O)[nH]c2=O)cc1	0	10	-4	6	0	0	0.6	0	2
CN1CC(C(=O)c2ccc(Cl)cc2)C(c2ccc(Cl)cc2Cl)C1 (stereo not drawn)	3	13	0	4	-7	-2	1.8	-13	-2
O=C(O)c1ccc([N+](=O)[O-])c([N+](=O)[O-])c1	0	-17	11	9	2	2	0.4	-2	3
O=C(CCNC(=O)N1C[C@H]2C[C@@H](C1)c1cccc(=O)n1C2)Nc1ccc(F)cc1	1	12	2	3	-4	4	0.4	7	-12
COC(=O)C1=C(C)NC(=S)NC1c1ccc(N(CCCl)CCCl)cc1Cl (stereo not drawn)	-1	22	18*	-28	-16	9	-0.3	9	-6
CC12CC(=O)C3C(CCC4CC(=O)C=CC43C)C1CCC2=O (stereo not drawn)	1	-5	3	14	-2	-2	0.1	3	-10

Molecules listed so far that have a CF3 group:
SMILES	CHRM4 agonist	CHO-K1 Ca PAM	CHRM5 PAM	CHRM5 antagonist	CHO-K1 Ca antag	M5 ag	CHO-K1 Ca ag	M4 PAM	CHRM4 antagonist
COc1ccc(-n2nnnc2C(c2ccccc2OC(F)(F)F)N2CCC(n3c(=O)[nH]c4ccccc43)CC2)cc1 (stereo not drawn)	4	10	-15	12	0	2	0.6	1	0
FC(F)(F)Oc1ccc(C2NCc3ccccc3-n3cccc32)cc1 (stereo not drawn)	-1	15	1	6	-17	-3	0.5	-15	17

Screens: PubChem BioAssay, The Scripps Research Institute Molecular Screening Center

Some of the compounds tested; rates above refer to the full screens.
